T cell modulator: modulators of CD8 T cell-vesicle binding, primary screen, mouse 2C CD8+ T cells, flow cytometry; 330,000 compounds, 0.068% hits; 2C CD8+ T cell-vesicle binding; stronger effect = lower value; calls only at 7 µM;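 active = response, share of CD8 T cells binding vesicles, and their 90th percentile fluorescence all below set limits, cut at about 80% in these data, passing the limit was not always enough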
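Benchmarks: naked versus QL9-loaded vesicles / Assay system: purified 2C TCR transgenic mouse naive CD8+ T cells / Technique: high-throughput flow cytometry with anti-B7-1 and anti-CD8 staining / Timing: Cell–vesicle co-incubation 1.5 h at 37 °C, staining 20 min on ice / Read-out: percent CD8+ FL2 mean versus row control / Probe or stimulus: QL9-loaded Drosophila micro-vesicles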
RSV antiviral HEp-2: RSV antiviral activity via CPE protection, HEp-2 cells, primary 10 µM value included (AID 2391) | CPE inhibition, % at 10 µM; hits with a dose series show IC50 in µM | 310,000 compounds, 0.13% hits | HEp-2 cells, RSV-induced CPE inhibition; higher % means a stronger effect; in the data active = a potency from the dose series; inconclusive = CPE inhibition mostly from about 23% at the one dose, without a potency; inactive = the rest, 99 in 100 with CPE inhibition below about 21%; also: strong numbers were not always called active
TNAP activators: human TNAP enzyme activators, primary screen, biochemical, luminescent, no phosphate acceptor, uHTS (AID 1001); Alkaline phosphatase, tissue-nonspecific isozyme (Homo sapiens); purified TNAP, luminescent activation assay, no phosphate acceptor; higher activation fold means a stronger effect; activation fold at 20 µM, or EC50 in µM where a hit was titrated; 200,000 compounds, 0.03% hits; in the data active = activation fold from about 3, or a potency from the dose series; inactive = the rest, 99 in 100 with activation fold below about 1.6; also: many of its hits are not listed in these tables
NTR1 agonist: agonists of NTR1, primary screen, imaging, U2OS cells, beta-arrestin-GFP, high content (AID 493036); Neurotensin receptor type 1 (Homo sapiens), P30989; NTR1-U2OS beta-arrestin-GFP spot imaging, agonist mode; activation, % at 20 µM; 330,000 compounds, 0.17% hits;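 active = activation at or above 40% of the spot to cytoplasm intensity ratio, with at least 20 cells analyzed; inconclusive = wells under 20 cells, flagged as cytotoxic or low count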;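 also: 0% = DMSO without peptide and 100% = 100 nM NTR1 peptide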
Target sequence (P30989 whole entry, looked up): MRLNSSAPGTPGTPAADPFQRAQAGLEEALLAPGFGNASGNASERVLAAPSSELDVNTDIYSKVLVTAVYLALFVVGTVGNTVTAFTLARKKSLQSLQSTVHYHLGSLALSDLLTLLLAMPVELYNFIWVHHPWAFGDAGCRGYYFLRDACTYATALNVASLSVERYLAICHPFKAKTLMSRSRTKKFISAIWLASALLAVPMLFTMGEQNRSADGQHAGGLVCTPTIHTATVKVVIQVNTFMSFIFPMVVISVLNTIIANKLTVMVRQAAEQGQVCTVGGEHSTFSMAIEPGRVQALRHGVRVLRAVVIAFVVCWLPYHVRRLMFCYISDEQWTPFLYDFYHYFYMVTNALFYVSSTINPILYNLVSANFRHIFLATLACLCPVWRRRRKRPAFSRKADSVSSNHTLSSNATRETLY
Myeloid diff MLP: induction of myeloid progenitor differentiation, primary screen, cell-based, flow cytometry, MLPCN library; ER-HoxA9 myeloid progenitors, lysozyme-GFP differentiation; calls only at 10 µM; 360,000 compounds, 1% hits; AID 624256, 2012;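 active = normalized GFP-positive differentiation at or above the plate's own cutoff, the solvent-only control mean plus 3 SD; inconclusive = no clear call, values can overlap the other calls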;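 also: cells exposed to compound for four days before flow analysis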
Rac1 GTP hydrolysis: MgcRacGAP GTPase-activating activity inhibitors, confirmation, biochemical, ADP Hunter fluorescence; Rac GTPase-activating protein 1 (Homo sapiens); AID 624330, 2012; one-dose inhibition, % at 30 µM; IC50 in µM for titrated hits; MgcRacGAP-stimulated Rac1 GTP hydrolysis, ADP Hunter fluorescence; higher % means a stronger effect; GST-tagged Rac1 F28L mutant substrate; 340,000 compounds, 0.6% hits;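 active = first-screen hits whose inhibition reached a set limit at any dose in the follow-up dose series; inconclusive = inhibition above the set first-screen limit but never retested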;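 also: fluorescence reports GDP produced by GAP-driven GTP hydrolysis; strong numbers were not always called active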
PhoP inhibition: inhibitors of PhoP regulon expression, primary screen, Salmonella Typhimurium, GFP reporter (AID 1863) | S. Typhimurium PhoP-regulated promoter GFP reporter, 4 h; higher % means a stronger effect | inhibition, % at 50 µM; hits with a dose series show IC50 in µM | 300,000 compounds, 0.16% hits;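 active = inhibition over 29.93%, a cutoff 3 SD above the screen mean, later confirmed by dose response; inconclusive = inhibition over 29.93% but no dose response follow-up; inactive = inhibition at most 29.93% or unconfirmed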;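 also: 0% = low Mg2+ inducing control and 100% = high Mg2+ repressing control; strong numbers were not always called active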
K1F lysis inhibition: inhibition of K1F phage lysis, E. coli UTI89, bacterial capsule biogenesis inhibitors, alamar blue (AID 488966). 340,000 compounds, 0.02% hits. E. coli UTI89 K1F phage lysis, alamar blue, 2 h; higher % means a stronger effect. inhibition, % at 100 µM, or IC50 in µM where a hit was titrated;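 active = phage lysis inhibition, versus mean bacterial control, above a set limit; inconclusive = no clear call, values can overlap the other calls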;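 also: capsule biogenesis inhibitors block K1F phage lysis so surviving cells raise fluorescence; higher fluorescence means more inhibition of phage lysis; actives were called in the ten point dose series up to 300 µM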
Large T inhibition: SV40 large T antigen inhibitors, biochemical (AID 1903). one-dose inhibition, % at 20 µM; IC50 in µM for titrated hits. SV40 large T antigen ATPase/helicase inhibition assay; higher % means a stronger effect. 310,000 compounds, 0.39% hits; in the data active = a potency from the dose series; inconclusive = inhibition mostly from about 32% at the one dose, without a potency; inactive = the rest, 99 in 100 with inhibition below about 32%; also: strong numbers were not always called active
T cell modulator vesicle-bound %: second read-out of T cell modulator, no call of its own (marks repeat the call); double positive events, %; measured here: CD8+ vesicle-bound cell fraction;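 binding gate set so that unloaded-vesicle control wells show 10% double positive cells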
NTR1 agonist cell count 20 µM: recorded beside NTR1 agonist, whose call it bears; cell count; measured here: cell count, cytotoxicity flag
Myeloid diff MLP GFP+ MAC1+ %: second read-out of Myeloid diff MLP, no call of its own (marks repeat the call); GFP+ MAC1+ double positive, %; measured here: differentiation confirmed by MAC1 staining
Numbers without * were called inactive; i = inactive; ? = inconclusive; / = not tested or not shown; [ ] = remark or other dose.

SMILES	T cell modulator	T cell modulator vesicle-bound %	RSV antiviral HEp-2	TNAP activators	NTR1 agonist	NTR1 agonist cell count 20 µM	Myeloid diff MLP	Myeloid diff MLP GFP+ MAC1+ %	Rac1 GTP hydrolysis	PhoP inhibition	K1F lysis inhibition	Large T inhibition
COC(=O)N/N=C/c1cn(Cc2ccccc2Cl)c2ccccc12	i	48.0	2.0%	1.1	9.1	49	i	0.4	5.7%	-11.4%	1.1%	7.0%
Cc1cc(C(=O)N2CCc3ccccc3C2)on1	i	48.4	0.5%	/	-0.7	57	i	2.1	4.2%	/	-1.0%	/
CCC(c1nnnn1Cc1ccco1)N(Cc1cc2cc(C)cc(C)c2[nH]c1=O)CC1CCCO1 (stereo not given)	i	39.3	?	1.1	0.1	36	i	0.7	15.4%	6.7%	0.0%	?
O=S(=O)(NCCCCCNS(=O)(=O)c1c(F)cccc1F)c1ccc2c(c1)OCCO2	i	21.8	0.3%	/	-1.4	61	i	1.7	-1.2%	/	-0.6%	/
O=C(c1cc2ccccc2o1)N1CCN(S(=O)(=O)c2c(F)cccc2F)CC1	i	46.6	0.8%	/	3.9	61	i	1.1	4.5%	/	0.4%[50 µM]	/
O=C(CC1C(=O)NCCN1Cc1cccc(F)c1)NC1CCC1 (stereo not given)	i	61.4	0.8%	/	0.3	60	i	1.3	-2.8%	5.4%	0.4%	4.7%
Cc1ccccc1Nc1nc(N)nc(-c2oc3ccccc3c2C)n1	i	37.4	59.6%	/	15.3	46	i	0.4	/	-11.2%	/	9.7%
Cc1ccc(-n2nc(C)c(C(=O)Nc3cccc(C(=O)NC4CC4)c3)n2)c(C)c1	i	32.9	5.0%	/	1.8	67	i	1.1	0.7%	/	-0.6%	/
Clc1ccccc1Cc1noc(CN2CCCCC2CCc2ccccn2)n1 (stereo not given)	i	44.2	2.9%	1.1	-0.5	98	i	0.2	10.8%	-6.4%	0.1%	11.7%
CCCSc1nc(C)cc(=O)[nH]1	i	29.9	5.2%	1.1	-3.0	79	i	1.9	4.6%	-2.9%	1.7%	11.2%
Nc1nnc(SCC(=O)OCC(=O)NC23CC4CC(CC(C4)C2)C3)s1	i	58.3	-1.1%	1	0.2	51	i	0.2	-1.1%	5.0%	-0.3%	10.5%
CCOc1ccc(S(=O)(=O)NCc2ccccn2)cc1NC(=O)c1ccccc1	i	40.2	0.9%	/	1.0	59	/	/	-0.8%	-3.2%	0.9%[50 µM]	25.1%
CCc1ccc(Nc2ccc(C(N)=O)cc2[N+](=O)[O-])cc1	i	63.4	8.7%	1	2.6	76	i	0.4	-5.3%	-3.5%	-0.1%	8.7%
Cc1oc(-c2ccccc2Cl)nc1CN(C)C(C)c1ccon1 (stereo not given)	i	65.0	0.8%	1	1.4	98	i	0.0	9.3%	-1.7%	0.2%	4.5%
COc1cc2c(C(=O)NCc3ccccn3)cn(CC(C)C)c(=O)c2cc1OC	i	39.2	2.2%	1.1	-2.5	85	i	1.1	14.8%	11.4%	-0.8%	0.8%
CCN(CC(=O)NCc1cccs1)C(=O)CCc1c[nH]c2ccccc12	i	42.5	-0.1%	1.1	1.6	71	i	0.4	6.3%	4.9%	0.0%	-2.6%
CCN(CC)S(=O)(=O)c1cccc(C(=O)OCc2cc(=O)n3nc(C)sc3n2)c1	i	61.2	2.1%	1.2	0.8	71	i	2.0	4.0%	-4.0%	0.5%	27.9%
Cc1ccsc1C(=O)Nc1nccs1	i	31.3	-0.5%	/	0.6	49	i	9.5	-1.4%	1.4%	-0.3%	7.6%
CC1CCCCN1CCCNC(=O)C1CCCN(c2ncnc3c2nc2n3CCCCC2)C1 (stereo not given)	i	12.6	1.9%	/	-0.1	63	i	1.9	9.1%	-7.9%	0.4%	8.0%
O=C(COC(=O)c1cc(S(=O)(=O)N2CCCCC2)ccc1N1CCOCC1)NC1CCS(=O)(=O)C1 (stereo not given)	i	41.8	0.2%	1.1	0.2	57	i	0.5	2.6%	1.2%	0.1%	6.8%
COc1ccc(Nc2nc(C)cc(-c3cc(-c4ccccc4)on3)n2)cc1	/	/	-1.2%	/	8.1	53	i	0.5	12.4%	/	1.1%	2.6%
COc1ccc(C(=O)NC(C)C2CC3CCC2C3)cc1 (stereo not given)	i	57.6	5.0%	/	1.8	60	i	0.4	-6.2%	-5.8%	-1.9%	4.1%
COC(=O)C1CCCCN1C(=O)c1ccc(OC2CCN(C(C)=O)CC2)c(OC)c1 (stereo not given)	i	60.2	0.4%	/	0.5	66	i	0.3	2.9%	1.5%	1.1%[50 µM]	2.4%
COc1ccccc1C(=O)NCC(=O)OC(C)C(=O)N1CCOCC1 (stereo not given)	i	41.8	-1.2%	/	-0.6	54	i	1.7	-0.3%	-0.1%	1.4%[50 µM]	13.4%
COCCCn1c(C)cc(C(=O)CN2c3cccc4cccc(c34)S2(=O)=O)c1C	i	44.5	1.9%	/	-1.5	46	i	0.7	9.9%	/	0.2%[50 µM]	/
SMILES	T cell modulator	T cell modulator vesicle-bound %	RSV antiviral HEp-2	TNAP activators	NTR1 agonist	NTR1 agonist cell count 20 µM	Myeloid diff MLP	Myeloid diff MLP GFP+ MAC1+ %	Rac1 GTP hydrolysis	PhoP inhibition	K1F lysis inhibition	Large T inhibition
Cc1cc(OC(C)C(=O)NCCCN2CCCC2=O)c2c(C)c(C)c(=O)oc2c1 (stereo not given)	i	33.7	0.5%	/	0.6	66	i	6.3	8.2%	11.0%	0.4%	1.4%
CCN(CC(=O)Nc1c(F)cccc1F)C(=O)c1cc(S(=O)(=O)N(CC)CC)ccc1N1CCCCC1	i	67.0	2.4%	/	1.8	48	i	0.4	4.2%	-4.5%	1.1%	9.4%
CC(=O)Nc1ccc(S(=O)(=O)CCC#N)cc1	i	8.3	2.0%	1.1	0.3	72	i	0.5	3.7%	-0.5%	0.3%	-2.0%
CN1CCN(S(=O)(=O)c2ccc(Cl)s2)CC1	i	25.5	2.1%	/	-0.8	58	i	1.9	-0.3%	1.1%	0.4%[50 µM]	4.4%
Cc1ccc2nc(NC(=O)C3CCN(S(=O)(=O)c4cccnc4)CC3)sc2c1	i	33.5	0.6%	1.1	-0.6	85	i	3.1	4.0%	-7.7%	0.3%	2.0%
CCn1c(SCC(=O)OC)nc2cc(S(=O)(=O)N3CCOCC3)ccc21	i	57.9	2.3%	/	0.4	59	i	1.1	3.6%	4.4%	1.6%[50 µM]	11.2%
Cc1cccc(-c2nc(C#N)c(N3CCCCC3)o2)c1	i	46.6	2.4%	/	1.5	86	i	1.0	/	/	0.2%	6.1%
COc1ccc(C(CNC(=O)c2cc(S(=O)(=O)N3CCN(c4ccccc4)CC3)ccc2Cl)N(C)C)cc1 (stereo not given)	i	56.5	/	/	2.5	54	i	0.5	2.1%	/	-0.6%[50 µM]	/
C/C(=N\Nc1ccc(Cl)c(C(=O)O)c1)c1ccc[nH]1	i	15.3	1.5%	/	-0.6	62	i	0.4	6.7%	1.5%	-1.4%[50 µM]	?
CCN(CC(=O)Nc1c(F)cccc1F)C(=O)CSc1ccc(F)cc1	i	20.0	1.7%	/	1.1	74	i	0.7	7.8%	-9.3%	1.3%[50 µM]	12.2%
CCn1c(C)csc1=NC(=O)c1ccccc1O	i	28.2	3.8%	1.1	1.6	43	i	5.3	13.2%	1.9%	0.1%	15.1%
CCOc1ccc(C(=O)NNC2CC(=O)N(CCc3ccccc3)C2=O)cc1OC (stereo not given)	i	41.5	0.1%	1.1	2.1	55	i	0.8	1.7%	12.2%	4.5%	4.7%
C[C@@H](NC(=O)c1nc[nH]c1C(=O)N[C@H](C)c1ccccc1)c1ccccc1	i	31.4	2.7%	/	-0.7	43	i	2.5	0.3%	/	-0.1%	/
Nc1nc(CSc2nc3ccccc3[nH]2)nc(N2CCOCC2)n1	i	41.8	2.8%	1.2	-1.7	43	i	0.6	11.7%	32.2%	1.2%	6.0%
CC1=NN(C(=O)c2ccccc2Cl)C(O)(c2cccnc2)C1 (stereo not given)	i	51.9	-0.4%	1	2.4	41	i	0.1	5.1%	-2.8%	-2.9%	-1.2%
Cc1nc(-c2ccccc2)sc1C1(C)CC(c2ccccc2F)=NO1 (stereo not given)	i	17.6	0.9%	/	7.5	97	i	2.0	4.4%	/	-1.0%	4.9%
COc1ccc(CNCCCO)cc1OC	i	64.7	5.5%	1.1	0.2	38	i	7.3	3.8%	2.9%	1.1%	9.2%
O=c1c(-c2cnn(-c3ccccc3)c2)coc2cc(O)ccc12	i	34.8	17.4%	1	7.2	43	i	0.6	1.9%	-10.7%	1.9%	3.4%
Cc1ccc(C(C)(C)C)cc1S(=O)(=O)N1CC(=O)Nc2ccccc21	i	40.0	2.1%	/	1.9	54	i	0.9	0.9%	0.4%	-0.4%	9.9%
O=C1c2cccc3cc(Br)cc(c23)C(=O)N1Nc1ccccc1	i	42.4	0.3%	1.1	3.8	50	i	2.0	0.3%	6.8%	1.1%	-1.8%
CSc1nc(NCc2ccccc2)c2c3c(sc2n1)CN(C)CC3	i	34.1	9.5%	1	-2.1	87	i	0.5	12.2%	9.7%	-0.1%	1.0%
CC1CCCN(CC(O)COC(c2ccccc2)c2ccccc2)C1 (stereo not given)	i	63.0	-1.7%	1.1	-0.4	45	i	0.5	6.5%	1.2%	0.8%	4.8%
O=C(COC(=O)c1n[nH]c2ccccc12)NC(=O)NCc1ccco1	i	61.2	2.1%	0.7	6.0	16	i	0.4	10.6%	13.4%	0.8%	7.0%
Cc1ccc(C)c(C(=O)COC(=O)c2cc([N+](=O)[O-])ccc2NCCO)c1	i	42.1	0.1%	1	/	/	i	0.6	6.6%	0.9%	0.1%	7.2%
COc1ccccc1C(=O)Nc1nc(-c2ccc(S(=O)(=O)N3CCOCC3)cc2)cs1	i	17.8	?	1.1	25.2	90	i	0.6	7.4%	5.7%	0.8%	-5.4%
O=C(C1CCN(S(=O)(=O)c2cnc[nH]2)CC1)N(CCc1ccccc1)Cc1ccccc1	i	29.2	-2.6%	1.1	0.7	32	i	0.5	6.5%	-1.2%	-0.1%	13.9%
